Mcl1-Bid inh = Mcl-1/Bid interaction inhibition. inhibition, % at 21.7 µM. TR-FRET Mcl-1/Bid-Dy647 peptide binding, 1536-well. AID 1021. Q07820. 0.97% of 220,000 active;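 active means compounds that cut the binding signal by more than half at the single screening dose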;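 further: His-tagged Mcl-1 with europium anti-His antibody binding Bid BH3 peptide; 0% = Mcl-1 plus peptide wells and 100% = peptide-only wells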
Target sequence (Q07820 whole entry, looked up): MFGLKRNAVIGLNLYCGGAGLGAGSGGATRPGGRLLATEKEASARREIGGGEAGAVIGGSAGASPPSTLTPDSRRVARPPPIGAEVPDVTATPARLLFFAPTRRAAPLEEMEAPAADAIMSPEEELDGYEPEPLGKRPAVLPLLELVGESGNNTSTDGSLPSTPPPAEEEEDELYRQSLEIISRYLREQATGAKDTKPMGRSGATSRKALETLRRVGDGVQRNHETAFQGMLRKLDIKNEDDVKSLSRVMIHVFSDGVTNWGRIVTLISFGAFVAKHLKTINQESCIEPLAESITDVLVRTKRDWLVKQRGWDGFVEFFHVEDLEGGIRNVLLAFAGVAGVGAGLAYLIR
RGS8-Gao = modulates binding of RGS8 to human Galphao; P09471; multiplexed bead flow cytometry; actives lie on both sides; response (percent of control binding), % at 10 µM; 0.34% of 220,000 active; AID 1423; in the data active means response below about 60% or above about 140%; inactive means in between;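 further: Galphao activated as the GDP aluminium fluoride complex binding bead-coupled RGS8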
RGS7-Gao reg = modulates binding of RGS7 to human Galphao. AID 1439. 0.35% of 220,000 active. binding response (% of control), % at 10 µM. P09471. Multiplexed bead flow cytometry; actives lie on both sides; in the data active means binding response below about 49% or above about 150%; inconclusive means no clear call, values can overlap the other calls; inactive means in between;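 further: fluorescent Galphao held in activated GDP-AlF4 state binding bead-coupled RGS7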
GSH fluor = compound fluoresces at 488/530 nm on GSH beads; AID 1776; fluorescence (KMESF) at 10 µM; 0.25% of 190,000 active; GSH beads flow cytometry, compound fluorescence 488/530 nm; hits give high values; in the data active means fluorescence above about 89;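 further: glutathione beads carrying GST-tagged Bcl family fusion proteins plus one bare bead set; values are compound well signal with DMSO vehicle wells as background; inactives centre near 16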
Avidin fluor = compound fluoresces at 488/530 nm on avidin beads; compound fluorescence 488/530 nm, flow cytometry; hits give high values; fluorescence (KMESF) at 10 µM; 0.38% of 220,000 active; AID 1775; in the data active means fluorescence above about 47; further: inactives centre near 10
Pf gametocyte = inhibitors of late stage P. falciparum gametocyte viability; P. falciparum stage V gametocytes, ATP luminescence, 24 h; inhibition, % at 10.9 µM; 0.065% of 150,000 active;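 active means inhibition above the mean plus 3 SD of compounds within the control limits, set per campaign, cut at about 38% in these data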;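 further: 0% = DMSO wells and 100% = medium only without gametocytes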
Mcl-1 Bim block = disrupts Bim peptide binding to human Mcl-1 | AID 1009 | Bead-based flow cytometry, Bim peptide-Mcl-1 binding | inhibition, % at 10 µM | 0.1% of 190,000 active; in the data active means inhibition above about 40%;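 further: 0% = no compound tracer wells and 100% = peptide blocker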
Mcl1 Noxa PPI = Mcl-1/Noxa interaction inhibition | inhibition, % at 21.7 µM | Q07820 | TR-FRET Mcl-1/Noxa peptide binding, 2 h | 1.5% of 220,000 active | AID 1022;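 active means compounds that cut the protein-peptide binding signal by more than 50% relative to plate controls in a single-dose test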;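 further: His-tagged Mcl-1 with rhodamine Noxa BH3 peptide and terbium anti-His antibody; 0% = Mcl-1 plus Noxa peptide wells and 100% = peptide-only wells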
ABCG2 block = human ABCG2 inhibition, ABCB1 as counter-screen; Q9UNQ0; IgMXP3 cells, JC-1 efflux, flow cytometry; inhibition, % at 6.6 µM; 0.1% of 190,000 active; AID 1325;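 active means inhibition above 80%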;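 further: 0% = DMSO and 100% = nicardipine control wells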
Target sequence (Q9UNQ0 whole entry, looked up): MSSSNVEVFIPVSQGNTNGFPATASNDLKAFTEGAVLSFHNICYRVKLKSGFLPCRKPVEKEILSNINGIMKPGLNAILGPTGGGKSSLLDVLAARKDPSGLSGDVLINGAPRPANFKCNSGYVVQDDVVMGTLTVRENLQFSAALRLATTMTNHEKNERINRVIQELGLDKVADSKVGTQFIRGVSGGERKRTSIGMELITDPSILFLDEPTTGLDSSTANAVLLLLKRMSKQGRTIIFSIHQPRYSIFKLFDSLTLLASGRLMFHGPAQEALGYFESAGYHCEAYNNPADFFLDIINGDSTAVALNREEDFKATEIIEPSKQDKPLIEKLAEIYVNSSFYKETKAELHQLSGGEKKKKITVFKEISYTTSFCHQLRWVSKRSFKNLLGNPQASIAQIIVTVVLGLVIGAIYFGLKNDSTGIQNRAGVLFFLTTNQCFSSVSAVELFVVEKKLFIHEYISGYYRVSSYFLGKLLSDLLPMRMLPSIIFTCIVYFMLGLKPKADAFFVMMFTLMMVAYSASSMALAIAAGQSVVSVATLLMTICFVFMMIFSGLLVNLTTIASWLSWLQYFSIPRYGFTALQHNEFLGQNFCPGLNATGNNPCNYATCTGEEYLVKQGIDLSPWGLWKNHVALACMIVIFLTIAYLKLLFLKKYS
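Assay system – ABCG2 IgMXP3 and barcoded ABCB1 CCRF-Adr cell mix · Input – 3 million cells/mL in well · Reagent – JC-1 fluorescent substrate · Compound – single test compound dose, 6.6 µM final · Timing – 10 min exposure at 25 °C with rotation, no wash · Detection – flow cytometry of retained JC-1 fluorescence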
ABCB1 block = blocks JC-1 efflux by human ABCB1 transporter; P08183; CCRF-Adr cells, flow cytometry; inhibition, % at 6.6 µM; 0.067% of 190,000 active; in the data active means inhibition above about 40%;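 further: 0% = vehicle and 100% = reference inhibitor; higher value means more JC-1 retained so stronger ABCB1 efflux block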
RGS4-Gao reg = human RGS4-Galphao interaction regulation. P09471. Multiplexed bead flow cytometry, RGS4-Galphao binding; actives lie on both sides. binding response (% of control), % at 10 µM. 0.33% of 220,000 active; in the data active means binding response below about 49% or above about 150%; inactive means in between;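 further: fluorescent Galphao activated with aluminum fluoride binding bead-coupled RGS4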
* marks the source's active call; other numbers are inactive results; ? = inconclusive; . = no result given.

SMILES	Mcl1-Bid inh	RGS8-Gao	RGS7-Gao reg	GSH fluor	Avidin fluor	Pf gametocyte	Mcl-1 Bim block	Mcl1 Noxa PPI	ABCG2 block	ABCB1 block	RGS4-Gao reg
Cn1c(=O)cc(OCC(=O)NC2CCCCC2)c2ccccc21	9.5	.	.	25	.	-29.5	-5.0	-3.7	7.3	0.8	.
CCOC(=O)c1cnc2c(C(=O)OCC)cnn2c1N	-2.2	97.5	?	.	8	4.8	.	-4.8	.	.	94.3
COc1cc(/C=C2/C(=O)ON=C2C)ccc1OCc1ccccc1F	-18.5	76.1	92.5	7	6	.	1.0	6.7	1.0	0.1	90.0
Cc1nc(N2CCN(Cc3ccc(Cl)cc3)CC2)c2oc3ccccc3c2n1	0.0	99.2	?	.	8	12.9	.	1.7	.	.	103.0
Cn1c(Sc2ccc([N+](=O)[O-])cc2C(F)(F)F)nnc1-c1ccccc1	1.7	104.5	100.9	24	7	.	-1.0	-2.2	2.6	0.9	99.4
Cc1nc2ccc(C(=O)N3c4ccccc4CC3C)cc2s1 (stereo not given)	-27.1	99.9	?	16	8	6.5	0.0	12.0	7.2	0.4	100.6
Cc1ccc(-c2cc(C(F)F)n3ncc(C(=O)N4CCN5CCCC5C4)c3n2)cc1 (stereo not given)	-5.3	103.8	102.7	16	10	.	-3.0	9.6	2.9	0.6	105.4
Cc1ccc(NC(=O)COC(=O)Cn2cnc3ccccc32)cc1S(=O)(=O)N(C)C	3.2	80.3	102.7	11	3	.	-6.0	2.5	-1.4	0.0	98.7
C=CCn1c(SCCN2CCOCC2)nc2c1c(=O)[nH]c(=O)n2C	-1.8	101.1	98.5	32	8	.	-5.0	0.7	-0.3	0.0	98.5
NC(=O)C1CCN(Cc2nc3c(Br)cc(Br)cc3c(=O)[nH]2)CC1	-15.9	96.7	?	15	12	-5.7	-3.0	6.7	0.9	0.2	100.8
CSc1nc2ccc(NS(=O)(=O)c3ccc([N+](=O)[O-])cc3)cc2s1	-9.0	104.1	?	.	7	13.8	.	6.0	.	.	108.7
COc1ccc(CCNC(=O)COc2ccc(S(=O)(=O)NC(C)C)cc2)cc1OC	-15.0	101.7	105.8	10	11	-12.0	0.0	7.5	19.3	0.5	104.7
CCOC(=O)c1sc(NC(=O)CC)c(C#N)c1C	-13.0	99.8	100.2	8	21	-8.9	-1.0	4.0	2.5	0.1	102.5
Cn1c(=S)[nH]c2cccnc21	-26.5	100.3	100.0	46	37	-4.5	0.0	1.9	2.1	0.5	105.3
CCCc1cc2c(cc1NS(=O)(=O)c1ccc(CCNC(C)=O)cc1)OCO2	-20.7	102.0	104.2	12	6	-5.0	-5.0	-6.2	2.1	0.3	103.0

In another format: 2 of the compounds above
Order of results: Mcl1-Bid inh | RGS8-Gao | RGS7-Gao reg | GSH fluor | Avidin fluor | Pf gametocyte | Mcl-1 Bim block | Mcl1 Noxa PPI | ABCG2 block | ABCB1 block | RGS4-Gao reg
CSc1nc2ccc(NS(=O)(=O)c3ccc([N+](=O)[O-])cc3)cc2s1
 : -9.0 | 104.1 | ? | . | 7 | 13.8 | . | 6.0 | . | . | 108.7
COc1ccc(CCNC(=O)COc2ccc(S(=O)(=O)NC(C)C)cc2)cc1OC
 : -15.0 | 101.7 | 105.8 | 10 | 11 | -12.0 | 0.0 | 7.5 | 19.3 | 0.5 | 104.7

New compounds follow:
SMILES	Mcl1-Bid inh	RGS8-Gao	RGS7-Gao reg	GSH fluor	Avidin fluor	Pf gametocyte	Mcl-1 Bim block	Mcl1 Noxa PPI	ABCG2 block	ABCB1 block	RGS4-Gao reg
c1ccc(CNC2=NCCCC2)cc1	26.4	98.2	98.3	25	34	3.1	-1.0	14.6	28.1	1.6	99.7
COc1ccc(CN2C(=O)c3ccccc3C2C(=O)NCc2cccnc2)c(OC)c1 (stereo not given)	-49.8	102.3	99.7	20	26	.	-2.0	11.3	7.4	1.4	101.2
CC(C)Cn1c(-c2ccco2)nc2c(c(=O)c3ccccc3n2C)c1=O	-4.1	99.5	97.5	16	12	-5.3	-3.0	16.2	9.9	0.7	98.5
CSc1nccn1CC(=O)Nc1ccc(F)cc1	-24.6	104.2	108.5	16	9	.	0.0	-7.0	7.3	1.1	108.3
O=S(=O)(c1ccc2nc(SCc3ccc(Cl)cc3)[nH]c2c1)N1CCOCC1	-2.5	101.0	100.1	7	15	21.2	-1.0	25.3	4.2	0.8	103.4
NC(=O)COC(=O)CC(c1ccccc1)c1ccccc1	-19.3	99.5	?	13	11	-18.5	3.0	0.8	6.3	1.0	100.7
Cc1[nH]c2ccccc2c1C(=O)CN1C(=O)C(=O)N(Cc2ccco2)C1=O	-41.6	101.7	?	14	11	.	-2.0	27.7	0.0	-0.1	101.4
CCOC(=O)COc1c(OC)cc(Cl)cc1C1Nc2ccccc2C(=O)N1c1ccccc1 (stereo not given)	3.1	102.5	98.6	16	29	.	3.0	-14.1	8.2	3.7	103.0
COc1ccc(Cl)cc1-n1c(=S)sc2c(=O)[nH]c(SCC(=O)NCC3CCCO3)nc21 (stereo not given)	-7.8	98.8	99.6	15	24	-6.1	-3.0	3.2	1.0	0.2	100.0
Cc1ccc(CCNc2ccccc2C)cn1	-28.4	101.7	114.7	43	32	.	22.0	6.3	0.9	0.6	121.5
O=C(CSc1ncccn1)N1CCN(S(=O)(=O)c2ccccc2)CC1	-23.3	98.1	?	.	.	-8.1	.	0.7	.	.	99.0
COCCNC(=O)C12CC3CC(CC(Cl)(C3)C1)C2	-36.4	103.8	?	.	6	-4.4	.	4.8	.	.	108.0
CCCc1nc2ccccc2c(C(=O)OCC(=O)NCc2ccc3c(c2)OCO3)c1CC	3.3	94.5	98.3	7	3	9.6	-1.0	2.3	8.6	4.3	97.6
Cc1ccc(C(=O)Nc2ccccc2-c2ccccc2)cc1[N+](=O)[O-]	2.8	102.8	102.3	18	9	.	-1.0	-4.1	26.0	1.8	100.9
CCC(CC)C(=O)Nc1ccc(Sc2ccc([N+](=O)[O-])cc2)cc1	-9.8	101.0	98.3	31	12	.	0.0	1.1	8.4	0.3	100.9
CN(C)c1ccc(/C=C/c2cc[n+]([O-])cc2)cc1	-149.7	100.0	99.1	10	19	.	0.0	-66.6	1.7	0.3	99.5
O=C(N/N=C/C(Cl)=C/c1ccccc1)c1cnccn1	-2.0	106.0	98.8	14	6	-12.7	-3.0	-4.3	6.2	0.1	96.9
Cc1ccc(NC(=O)COC(=O)CN2CSCC2=O)cc1C	-34.9	97.8	98.7	14	33	.	-3.0	-0.8	1.9	0.3	100.6
O=C(Nc1ccc(Cl)cn1)c1cc2c(s1)-c1ccccc1OC2	-0.7	102.0	?	.	10	1.0	.	-23.9	.	.	107.3
Cn1cccc1C(=O)NC(=O)COC(=O)CC12CC3CC(CC(Br)(C3)C1)C2	11.9	101.4	100.0	11	8	5.6	-1.0	28.8	13.1	1.4	103.6
Cc1cccc2cc(CN(CC3CCCO3)C(=O)c3ccco3)c(=O)[nH]c12 (stereo not given)	-9.0	99.7	100.0	6	6	-12.6	4.0	7.7	1.0	0.2	106.8
O=CN1CCC(=O)N(Cc2ccccc2)c2ccccc21	6.5	102.7	97.0	44	4	1.1	-6.0	1.6	0.1	0.1	97.7
O=C(Nc1ccc(Cl)cc1C(=O)NCC1CCCO1)c1ccco1 (stereo not given)	-14.6	101.7	101.3	29	13	6.6	-6.0	-16.2	5.5	1.8	101.2
COc1ccc(N2CCN(Cc3cc(=O)oc4cc5c(cc34)CCCC5)CC2)cc1	-23.2	103.9	102.2	17	6	13.0	11.0	5.5	1.1	0.4	104.7
COc1ccc(CC2(CO)CCN(S(=O)(=O)c3c(C)nn(C)c3Cl)CC2)cc1	-8.3	104.1	104.9	22	12	-3.6	3.0	15.2	4.1	0.8	103.3
O=C(CN1C(=O)C2CC=CCC2C1=O)OCCN1C(=O)c2ccccc2C1=O (stereo not given)	-18.4	104.0	97.2	28	11	-10.3	-2.0	7.5	1.1	0.6	100.7
CCOc1cc(N2CCOCC2)c(OCC)cc1NC(=O)c1ccc(S(C)(=O)=O)cc1	-27.1	98.8	102.4	11	19	-3.9	0.0	-14.9	20.2	0.5	99.5
Cc1ccc(C(=O)Nc2nnc(CC(=O)N/N=C/c3ccncc3)s2)cc1	16.8	103.8	100.3	59	28	.	-2.0	63.2*	-0.4	0.0	104.0
CC1C(c2ccccc2)N(C)C(c2ccccc2)C(C)C1(O)C#Cc1ccccc1 (stereo not given)	2.7	102.9	101.7	9	13	1.7	-8.0	0.0	5.1	0.6	103.9
CC(C)NC(=O)NCCCCCCS(C)=O (stereo not given)	-4.0	100.4	94.6	21	6	.	-5.0	-23.0	0.5	0.4	93.0
CSc1nnc(-c2cc(Br)ccc2N=Cc2c(C)[nH]n(-c3ccccc3)c2=O)c(=O)[nH]1	-11.8	100.4	95.9	9	11	.	0.0	20.9	-1.3	-0.7	99.0
CNC(=O)CN(c1ccc(F)cc1)S(=O)(=O)c1cc(C)ccc1OC	-23.5	101.7	100.5	18	8	.	-3.0	2.1	0.2	-0.2	98.6
CCOC(=O)C(=CNc1cc(C)ccn1)C(=O)OCC	-1.1	100.1	101.2	16	15	.	-1.0	30.9	15.9	1.1	101.6
CCc1nnc(NC(=O)CSc2nccn2-c2ccccc2)s1	-3.2	102.4	102.1	19	5	.	-5.0	10.2	2.1	0.1	101.8
COc1cc2c(cc1OC)-c1cc(NC3CCCC3)nc(=O)n1CC2	16.4	96.5	94.6	34	5	-0.1	7.0	6.6	2.2	0.7	99.1
COc1ccccc1N1CCN(C(=O)COc2ccc(C)cc2Br)CC1	2.0	99.8	101.0	23	30	-5.9	0.0	-10.6	5.3	2.3	100.2
C=CCNC(=O)C1CC(=O)N(c2ccc(Br)cc2)C1 (stereo not given)	-2.9	95.3	97.5	30	7	6.8	5.0	12.9	-24.9	-2.2	98.8
Cc1ccc(S(=O)(=O)CCc2nnc(N)s2)cc1C	1.8	.	.	19	.	.	-2.0	4.4	1.9	1.0	.
c1ccc(C(c2nnnn2Cc2ccco2)N2CCN(C3CCCC3)CC2)cc1 (stereo not given)	21.1	103.1	101.5	18	24	.	0.0	21.5	15.4	2.3	100.0
CCC(CC)c1nnc(NC(=O)c2ccc(N3CCCC3=O)cc2)s1	-45.9	101.7	101.7	19	8	.	-1.0	1.1	2.6	0.4	98.9
Cc1sc2ncnc(N3CCCC(C)C3)c2c1C (stereo not given)	17.0	98.8	?	15	9	1.6	27.0	18.7	8.2	1.7	99.3
CCOc1ncccc1C(=O)OCC(=O)NCCc1ccc(OC)cc1	-13.7	88.2	87.5	.	6	.	0.0	11.6	0.4	0.1	82.9
CCN(C(=O)c1cc2cc(OC)ccc2oc1=O)c1cccc(C)c1	-23.1	100.5	97.2	8	12	-9.1	0.0	-1.7	3.5	1.1	100.7
CC(NC(=O)Nc1cccc(Cl)c1)C(c1cccs1)N1CCCC1 (stereo not given)	0.7	104.6	101.2	10	5	.	0.0	22.1	21.5	1.3	106.3
O=C(NCCN1CCOCC1)c1ccc2c(c1)N(Cc1ccccc1F)C(=O)c1ccccc1S2	-11.7	100.5	102.7	11	5	3.6	0.0	8.8	0.9	9.2	99.0

Screening results as filed in PubChem.
